From PubChem BioAssay
GAA glycogen: GAA glycogen-cleavage inhibition or activation | P10253 | recombinant GAA, glycogen substrate, Amplex Red glucose oxidase fluorescence | Potency, µM (titrated, usually from 76.4 µM), inactives show at the highest dose activity change, negative = inhibition, most hits filed as inhibitors | 300,000 tested, 0.38% active | AID 2100;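 also: 0% = full enzyme reaction and -100% = no-enzyme basal signal; the screen sought inhibitors and activators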
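Recombinant human alpha-glucosidase (4 nM final) hydrolysed bovine liver glycogen (30 ug) for 40 min at 37 C in pH 5.0 citrate/phosphate with 0.01% Tween-20. Released glucose detected by glucose oxidase/Amplex Red, Ex 573/Em 610 nm. Compounds up to 77 uM; AC50 from Hill fits.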
Tau fluor cs: counter-screen for tau fibril formation inhibitors. Potency, µM (titrated, usually from 57.7 µM), without a hit: at the highest dose activity change, negative = decrease. tau K18 P301L Alexa594 fluorescence, heparin fibrillization. 280,000 tested, 0.93% active. AID 1463; also: % is scaled to controls: 0 for no effect and ±100 for the full control effect; nearly all actives have a fitted effect of over 55% in size
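Human tau K18 P301L (15 uM unlabeled, 0.24 uM Alexa 594-labeled) in 100 mM sodium acetate pH 7 with 20 uM heparin, 6 hr at 37 C. ThT 30 uM added, 1 hr ambient; Alexa 594 FP and total fluorescence read at 555/632 nm.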
Epigenetic reg: epigenetic control regulation, reporter derepression. murine LDR cells, GFP reporter derepression, 30 h. 280,000 tested, 0.2% active. Potency, µM (top dose mostly 53.9 µM), for inactives: top-dose GFP activation, actives largely listed as activators; also: % of control where 0% means no effect; nearly all actives have a fitted effect of over 60% in size
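Derepression of a silenced CMV-GFP reporter in murine LDR cells is scored by enumerating GFP-positive cells with a laser-scanning microplate cytometer after 30 hours of treatment at 37 C.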
Active calls of the source: *; ? = inconclusive; & = joins results of further samples; [ ] = dose if it differs, or a comment. Calls follow the shape of the dose curve; as a rule, active = well fitted curve in the direction sought with a large enough effect; inconclusive = small, poorly fitted or top-dose-only effect, or another doubt; inactive = no such curve, though single readings can be large; an effect the other way counts as inactive or inconclusive. Potency is read from the fitted curve at half-maximal effect. Only part of the results is shown, so the mix of outcomes need not match the whole.

SMILES	GAA glycogen	Tau fluor cs	Epigenetic reg
CC(C)(C)c1ccc(Oc2ccc(NC(=O)CCC(=O)OCC(=O)c3ccccc3)cc2)cc1	-14%[76.3 µM]	-14%	-1.3%
Cc1cccc(Cn2c(SCc3ccc(C(=O)NCc4ccccc4)cc3)nc3cccnc32)c1	4%[76.3 µM]	-18%	-1.2%
CCOc1cc(-c2nc(-c3ccc(Br)cc3)no2)cc(OCC)c1OCC	3%[76.3 µM]	-13%	-2.9%
Cc1cccc(C)c1OC(=O)CSc1nnc(CNC(=O)c2ccccc2)o1	?	-24%	4.6%
COc1ccc(-c2nc(Cn3c(SCc4cccc(Cl)c4)nc4ccncc43)c(C)o2)cc1	-8%[76.3 µM]	-3%	5.7%
O=C1CC(c2nnc(Cc3ccc(F)cc3)o2)CN1c1ccccc1 (centres undefined)	2%[76.3 µM]	3%	-3.1%
CC(=O)N1c2ccc(S(=O)(=O)NCC3CCC(C(=O)Nc4cccc(C)c4C)CC3)cc2CC1C (centres undefined)	-21%[76.3 µM]	-8%	-0.7%
Cc1cccc(NC(=O)Cn2c(=O)oc3cc(S(=O)(=O)NCc4ccccc4)ccc32)c1	7%[76.3 µM]	-11%	1.4%
CCn1c2ccccc2c2cc(NC(=O)COc3cc(C)c(Cl)c(C)c3)ccc21	-4%[76.3 µM]	-28%	0.8%
Cc1nc(N)c(S(=O)(=O)c2ccccc2)c(Nc2ccc(Br)cc2)n1	7%[76.3 µM]	-8%	2.2%
COc1ccc(Cl)cc1NC(=O)Cn1nnc(C(=O)NCc2cccs2)c1N	10%[76.3 µM]	2%	2.4%
Cc1c(C(=O)N(Cc2ccc(N(C)C)cc2)Cc2ccco2)oc2cc(Br)ccc12	2%[76.3 µM]	?	7.4%
CCOC(=O)C1=C(CNCc2ccccc2)NC(=O)NC1c1ccc(C)cc1 (centres undefined)	4%[76.3 µM]	-6%	-1.1%
COc1ccc(-c2cc(C(F)(F)F)nc(SCC(=O)N(C)Cc3ccccc3)n2)cc1	-11%[76.3 µM]	?	-1.0%
COc1ccccc1CNC(=O)CCCc1nnc2n(CC(C)C)c(=O)c3sccc3n12	-10%[76.3 µM]	-13%	1.0%
CCN(CC)S(=O)(=O)c1cccc(C(=O)Nc2sc3c(c2C#N)CCC(C)C3)c1 (centres undefined)	-1%[76.3 µM]	-28%	3.5%
O=C(c1ccc2c(c1)N(Cc1ccccc1F)C(=O)c1ccccc1S2=O)N1CCC(Cc2ccccc2)CC1 (centres undefined)	5%[76.3 µM]	-10%	-1.1%
CCCN1C(=O)C(Cc2nc3ccccc3c(=O)n2-c2ccc(OC)cc2)c2cc(C)ccc21 (centres undefined)	9%[76.3 µM]	-14%	-0.8%
COc1ccc(-n2c(C)nc3c(cnn3-c3ccc(C)c(C)c3)c2=O)cc1Cl	-19%[76.3 µM]	-15%	6.1%
CCCCOc1ccc(C(=O)Nc2ccc3oc(-c4cccnc4)nc3c2)cc1	12%[76.3 µM]	-17%	-0.8%
Cc1cccc(C)c1NC(=O)NCCc1c[nH]c2ccccc12	-5%[76.3 µM]	-16%	-2.5%
Cc1cccc(N(CC(=O)NCCc2ccccc2)S(=O)(=O)c2ccccc2)c1C	-20%[76.3 µM]	-17%	1.6%
CCOc1ccc(CNC(=O)CCC(=O)N2CC(C)Sc3ccccc32)cc1 (centres undefined)	0%[76.3 µM]	-11%	-2.1%
O=C(Nc1cc(Cl)ccc1O)c1cc(-c2ccc3c(c2)OCO3)on1	-4%[76.3 µM]	?	-0.9%
O=C(COc1ccccc1Cl)NCC1(N2CCOCC2)CCCCC1	-6%[76.3 µM]	5%	-3.2%
COc1ccc(S(=O)(=O)NC2(C(F)(F)F)NC(=O)N(CCc3ccc(OC)c(OC)c3)C2=O)cc1 (centres undefined)	3%	3%	0.0%
COc1ccccc1NC(=O)CCCc1nnc2n(C)c(=O)c3sccc3n12	5%	-12%	-2.4%
Cc1ccccc1Cn1cc(CCC(=O)NC(C)c2ccccc2)c2ccccc21 (centres undefined)	9%[76.3 µM]	-15%	0.1%
COc1ccc(-c2[nH]ncc2C(=O)NCc2cccc(OC)c2)cc1	-8%[76.3 µM]	-4%	2.4%
O=c1oc2ccccc2cc1-c1cn2cc(Cc3cc(Cl)ccc3Cl)sc2n1	9%[76.3 µM]	-14%	-0.1%
Cc1ccc(CNC(=O)CN(c2cccc(C)c2C)S(=O)(=O)c2ccccc2)cc1	-6%[76.3 µM]	-20%	2.3%
CN(C(=O)c1nn(C)c2c1CS(=O)(=O)c1ccccc1-2)c1cccc(Cl)c1	-19%&15%[76.3 µM]	-2%	0.0%
CCOc1ccc(Nc2c(S(=O)(=O)c3ccc(C)cc3)cnc3ccccc23)cc1	-9%[76.3 µM]	-23%	0.0%
CCCSc1ncc(Cl)c(C(=O)Nc2nc3ccc(C)cc3s2)n1	4%[76.3 µM]	-12%	1.9%
Cc1ccc2c(c1)-c1c(cnc3cc(-c4ccccc4)nn13)CO2	10%[76.3 µM]	-17%	2.2%
O=C(C1CC1)N1CCc2cc(Br)cc(S(=O)(=O)Nc3ccc(C(F)(F)F)cc3)c21	4%[76.3 µM]	-29%	-0.4%
CCC(=O)N1CCc2cc(Br)cc(S(=O)(=O)CCC(=O)Nc3cccc(Cl)c3)c21	-7%[76.3 µM]	-16%	0.1%
Cc1cc(C)c2c(n1)SCC(=O)N2CC(=O)Nc1cccc(C)c1C	-5%[76.3 µM]	0%	-2.5%
COc1ccc(-c2cc(C(=O)OCC(=O)c3ccc(C)cc3)c3cccc(Cl)c3n2)cc1	16%[76.3 µM]	-14%	0.6%
CN(Cc1ccccc1)C(=O)C1CCN(S(=O)(=O)c2ccc3nc4c(c(C(=O)O)c3c2)CCCC4)CC1	-11%[76.3 µM]	-4%	0.0%

Some of the entries above in another layout:
SMILES | GAA glycogen | Tau fluor cs | Epigenetic reg
COc1ccc(-c2[nH]ncc2C(=O)NCc2cccc(OC)c2)cc1 | -8%[76.3 µM] | -4% | 2.4%
O=c1oc2ccccc2cc1-c1cn2cc(Cc3cc(Cl)ccc3Cl)sc2n1 | 9%[76.3 µM] | -14% | -0.1%

Next section:
SMILES	GAA glycogen	Tau fluor cs	Epigenetic reg
Cc1ccc(NC(=O)Cn2cc(S(=O)(=O)N3CCN(c4ccccc4F)CC3)c3ccccc3c2=O)cc1F	8%[76.3 µM]	-29%	-1.8%
Cc1ccc(C)c(NC(=O)c2ccc3c(c2)CCN3S(C)(=O)=O)c1	14%[76.3 µM]	1%	0.0%
O=C(CCS(=O)(=O)c1nc(-c2cccs2)cc(C(F)(F)F)n1)Nc1cccc(O)c1	14%[76.3 µM]	-15%	5.5%
COc1ccc2c(C)c(CC(=O)NCc3ccccc3Cl)c(=O)oc2c1OC	2%[76.3 µM]	6%	1.9%
O=C(Cn1ncc2c3ccccc3n(Cc3ccccc3)c2c1=O)NCc1ccccc1	7%[76.3 µM]	2%	-3.2%
CCc1ccc(-n2nc3cc(C)c(NC(=O)c4cc(Cl)ccc4OC)cc3n2)cc1	15%[76.3 µM]	-1%	-0.2%
CCC(=O)N1CCc2cc(Br)cc(S(=O)(=O)N3CCN(c4cc(C)ccc4C)CC3)c21	10%[76.3 µM]	-1%	-3.5%
CC(=O)Nc1ccc(S(=O)(=O)N2CCC(Oc3ccc(-n4cnnn4)cc3)CC2)cc1	-24%[76.3 µM]	-12%	?
CCOC(=O)Cn1c(=O)oc2cc(S(=O)(=O)N3CCN(c4ccccc4F)CC3)ccc21	-6%[76.3 µM]	-21%	10%
Cn1c(=O)n(-c2ccc3c(c2)OCO3)c2nc(-c3ccc(Cl)cc3)nc(C(N)=O)c21	22%[76.3 µM]	-20%	-1.1%
COc1ccc(CC(=O)Nc2nc3c(s2)CC(C)CC3)cc1 (centres undefined)	11%[76.3 µM]	?	-1.6%
COc1ccccc1NC(=O)Cn1nc(-c2ccc(C)cc2)c2c(c1=O)CCCC2	-2%[76.3 µM]	-5%	-2.6%
COCCNc1nc2c(c(=O)n(Cc3cccc(Br)c3)c(=O)n2C)n1C	0%	-28%	-1.1%
O=S(=O)(Nc1ccc2oc3c(c2c1)CCCC3)c1cc(Cl)ccc1Cl	-22%[76.3 µM]	?	-0.8%
Cc1cc2oc(C(=O)Nc3sc4c(c3C(=O)NCc3ccco3)CCC4)cc(=O)c2cc1C	-3%[76.3 µM]	-7%	-0.8%
COc1cccc(Cn2c(-c3nonc3NC(C)=O)nc3ccccc32)c1	3%[76.3 µM]	-22%	-0.8%
CC(=O)c1cccc(NC(=O)CCCN2C(=O)COc3ccc(C)cc32)c1	-13%[76.3 µM]	-19%	9.7%
COc1cc(Cl)ccc1OC(=O)c1cn(-c2ccccc2OC)c(=O)c2ccccc12	10%[76.3 µM]	-12%	-1.1%
Cc1ccc(C(=O)Nc2nc(-c3ccccc3)ns2)cc1	14%[76.3 µM]	-27%	0.0%
CCCN(CCC)C(=O)c1nn(C)c2c1CSc1ccccc1-2	-5%[76.3 µM]	-1%	7.6%
CCC(Nc1ccc(-c2nc(-c3ccccn3)no2)cc1[N+](=O)[O-])c1ccccc1 (centres undefined)	13%[76.3 µM]	4%	-3.3%
Cc1cccc(CN2C(=O)c3ccccc3S(=O)(=O)c3ccc(C(=O)NCCC4=CCCCC4)cc32)c1	-6%[76.3 µM]	-20%	-0.3%
COc1cc(NC(=O)c2nnn(Cc3ccc(F)cc3)c2N)cc(OC)c1	-1%[76.3 µM]	-16%	-2.2%
CCOc1ccccc1NC(=O)COC(=O)c1cn(CC)c2nc(C)ccc2c1=O	-4%[76.3 µM]	2%	-1.8%
CC(C)c1ccc(S(=O)(=O)Nc2cc3c(cc2NCc2ccccc2)n(C)c(=O)n3C)cc1	?	?	0.0%
Cc1ccc(C(=O)N(Cc2ccc(N(C)C)cc2)CC2CCCO2)cc1 (centres undefined)	-22%[76.3 µM]	-9%	-0.6%
O=C(Nc1ccc2oc(-c3cccc(Cl)c3Cl)nc2c1)c1cccc(Br)c1	1%[76.3 µM]	-28%	0.0%
COc1ccc(OC)c(-c2nc3c(C#N)c[nH]n3c2NC2CCCCC2)c1	-8%[76.3 µM]	-12%	4.0%
CCOc1cccc(C(=O)Nc2ccc(S(=O)(=O)N(Cc3ccccc3)c3ccccc3)cc2)c1	8%[76.3 µM]	?	6.5%
Cc1ccc(CS(=O)Cc2ccc(C(=O)NCc3ccccc3Cl)o2)cc1 (centres undefined)	12%[76.3 µM]	0%	2.9%
CCOc1ccc(NC(=O)NCc2c(-n3cccc3)sc3c2CCCC3)cc1	-15%[76.3 µM]	?	-3.4%
O=c1c(-c2cc(-c3ccccc3)nc3c2COc2ccc(Cl)cc2-3)coc2ccccc12	19%[76.3 µM]	-11%	-1.1%
O=C(CCCn1c(=O)c2cccn2c2cccnc21)NCCc1ccc(Cl)cc1	-14%&12%[76.3 µM]	-13%	-1.2%
CCOC(=O)C1CCCN(C(=O)Cn2ncc3c(C)n(Cc4ccc(F)cc4)c(C)c3c2=O)C1 (centres undefined)	-11%[76.3 µM]	-9%	-6.0%
Cc1ccc2c(c1C)NC(=O)CC2c1ccc(Cl)cc1Cl (centres undefined)	-3%[76.3 µM]	-9%	-2.1%
O=C(NCCCN1CCN(c2ccc(F)cc2)CC1)Nc1ccccc1Cl	-5%[76.3 µM]	-5%	6.5%
Cn1cc(C(=O)NCc2ccccc2)c(=O)c2cc(S(=O)(=O)N3CCOCC3)ccc21	-2%[76.3 µM]	-6%	-3.7%
CCc1ccc(-n2c(=O)c3c4c(sc3n(Cc3cc(=O)n5c(C)cccc5n3)c2=O)CCC4)cc1	12%[76.3 µM]	5%	-1.8%
CC(=O)c1ccc(NC(=O)C2CCC(CNS(=O)(=O)c3ccc(Br)s3)CC2)cc1 (centres undefined)	7%[76.3 µM]	-14%	1.1%
COc1ccc(-c2cn3c(n2)sc2cc(C(=O)NC4CCCCC4)ccc23)cc1	2%[76.3 µM]	-12%	0.0%
CCCCN(CCCC)CCCNC(=O)c1cc(-c2ccc(Cl)s2)nc2ccccc12	-5%[76.3 µM]	?	-0.1%
COC(=O)c1c(NC(=O)C2c3ccccc3Oc3ccccc32)sc2c1CCC(C)C2 (centres undefined)	13%[76.3 µM]	-2%	-1.0%

Full records, looked up by structure.
COc1ccc(OC)c(-c2nc3c(C#N)c[nH]n3c2NC2CCCCC2)c1 is entered as GAA glycogen: -8%[76.3 µM]; Tau fluor cs: -12%; Epigenetic reg: 4.0%
CC(C)c1ccc(S(=O)(=O)Nc2cc3c(cc2NCc2ccccc2)n(C)c(=O)n3C)cc1 is entered as GAA glycogen: ?; Tau fluor cs: ?; Epigenetic reg: 0.0%
